# KRASV12 cytotoxicity: cytotoxicity in KRAS-transformed pancreatic duct cells, primary screen, cell-based, fluorescence, HTS (AID 431). HPDE-C7K KRASV12 cells, Alamar Blue viability, 48 h; higher % means a stronger effect. cytotoxicity, % at 10 µM, or EC50 in µM where a hit was titrated. hit rate 1.7% among 63,000;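 active = compounds whose percent cytotoxicity in the single-dose primary screen, scaled between solvent and toxic-drug controls, exceeds 50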;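 note: 0% = DMSO solvent wells and 100% = doxorubicin-treated wells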
# HPDE-C7 cytotoxicity: cytotoxicity in HPDE-C7 cells, cell-based, fluorescence, HTS (AID 430); cytotoxicity, % at 10 µM, or EC50 in µM where a hit was titrated; HPDE-C7 pancreatic duct cells viability, fluorescence; higher % means a stronger effect; hit rate 1.8% among 63,000;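 note: cells exposed to compound for 48 hours before viability readout; 0% = vehicle and 100% = reference cytotoxic drug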
# Spn DPM-DC inh: S. pneumoniae DPM-DC inhibition; purified DPM-DC, PK/LDH coupled NADH fluorescence; calls only at 10 µM; hit rate 0.49% among 65,000;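 active = the 320 compounds with the highest percent inhibition in the single-dose primary screen, excluding strongly autofluorescent ones, cut at about 32% in these data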;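 note: kinetic rate of NADH fluorescence loss reporting ADP formed by the decarboxylase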
# Bfl-1 inhibitors: Bfl-1 inhibitors, primary screen, biochemical, fluorescence polarization, FITC-Bid, mouse (AID 432). displacement, % at 20 µM; hits with a dose series show IC50 in µM. FITC-Bid BH3 peptide fluorescence polarization displacement; higher % means a stronger effect. hit rate 0.02% among 64,000; in the data active = a potency from the dose series; inactive = the rest, 99 in 100 with displacement below about 15%; note: strong numbers were not always called active
# LYP phosphatase: LYP phosphatase inhibitors, primary screen, biochemical, DiFMUP fluorescence, recombinant catalytic domain, 10 µM (AID 606); recombinant LYP catalytic domain, DiFMUP fluorescence; higher % means a stronger effect; one-dose inhibition, % at 10 µM; IC50 in µM for titrated hits; 52,000 tested, under 10 active;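 active = IC50 under 40 µM in the dose-response test; inactive = IC50 of 40 µM or more, or never dose-tested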
# PMK inhibit: S. pneumoniae PMK inhibition; purified PMK, PK/LDH-coupled NADH absorbance 340 nm; inhibition, % at 10 µM; hit rate 0.49% among 65,000; AID 539;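 active = top-ranked compounds by inhibition in the single 10 µM screen, taking a fixed number of the strongest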;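 note: 0% = full reaction with DMSO carrier and 100% = background rate without enzyme reaction; no value below 0 was filed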
# Alkaline phosphatase: inhibition of tissue-nonspecific alkaline phosphatase – biochemical, luminescent (AID 518); purified TNAP enzyme, luminescent substrate readout; higher % means a stronger effect; inhibition, % at 20 µM, or IC50 in µM where a hit was titrated; hit rate 0.09% among 64,000; in the data active = a potency from the dose series; inactive = the rest, 99 in 100 with inhibition below about 22%;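 note: plate controls were vehicle for no effect and reference inhibitor for full effect; many of its hits are not listed in these tables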
# HT1080 viability: HT1080 cell viability loss – fluorescence readout (AID 620); HT1080 viability, fluorescence; higher % means a stronger effect; cytotoxicity, % at 10 µM; hits with a dose series show EC50 in µM; hit rate 0.42% among 87,000;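 note: cells exposed to compound overnight then 4 h with Alamar Blue; 0% = vehicle DMSO and 100% = killing control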
# MK inhibit: inhibitors of Streptococcus pneumoniae mevalonate kinase; purified MK, PK/LDH-coupled NADH absorbance 340 nm; inhibition, % at 10 µM; hit rate 0.48% among 65,000;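 active = ranked among the strongest by inhibition in the single 10 µM screen, a fixed top-ranked set picked for dose follow-up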; note: no value below 0 was filed
# PMK inhibit pilot replicates: recorded beside PMK inhibit, whose call it bears; inhibition, %; measured here: pilot screen replicates
# MK inhibit pilot replicates: recorded beside MK inhibit, whose call it bears; inhibition, %; measured here: pilot screen replicates
# Spn DPM-DC inh pilot screen %: recorded beside Spn DPM-DC inh, whose call it bears; inhibition, %; measured here: pilot screen trials
# * hit, by the source's call; i = inactive; / = no result given. Cut-off read from the data, not from the text of the source, unless noted: active = cytotoxicity above about 50%; inactive = the rest. Hits appear at their usual frequency; any-hit rate near 3.5%.
SMILES,KRASV12 cytotoxicity,HPDE-C7 cytotoxicity,Spn DPM-DC inh,Bfl-1 inhibitors,LYP phosphatase,PMK inhibit,Alkaline phosphatase,HT1080 viability,MK inhibit,others
COCCN1C(=O)C(O)=C(C(=O)c2ccco2)C1c1cccc(Oc2ccccc2)c1 (configuration not stated),1.6%,2.9%,i,-10.9%,-9.6%,5.0,10.8%,-1.1%,11.0,
COC(=O)c1cc(C(=O)OC)cc(N2C(=O)CN=C2Nc2nc(C)cc(C)n2)c1,-32.2%,-13.2%,i,3.8%,16.3%,0.0,-3.4%,7.3%,0.0,
CC(C)CCNc1cc(=O)n(C)c(=O)n1C,-3.7%,-9.9%,i,4.6%,/,5.0,6.9%,1.6%,2.0,PMK inhibit pilot replicates=0.5;MK inhibit pilot replicates=1.0;Spn DPM-DC inh pilot screen %=0.0
COCCCNC(=O)c1ccc(N(C)S(=O)(=O)c2ccc(OC)cc2)cc1,-4.1%,-6.1%,i,-10.1%,4.4%,7.0,-5.3%,-0.5%,0.0,
Cn1cnnc1SCC(=O)NCc1cccc(C(F)(F)F)c1,-2.6%,-16.0%,i,-1.6%,-1.3%,10.0,7.8%,2.2%,8.0,PMK inhibit pilot replicates=0.0;MK inhibit pilot replicates=0.0;Spn DPM-DC inh pilot screen %=0.5
CSc1nc2c(c(=O)[nH]1)C(c1ccncc1)C(C(=O)OC(C)C)=C(C)N2 (configuration not stated),-2.3%,-5.2%,i,7.4%,-17.1%,0.0,7.9%,-1.5%,1.0,
CC(=O)c1cccc(NC(=O)CCOc2ccccc2)c1,-8.1%,5.2%,i,-5.6%,18.2%,16.0,12.4%,0.1%,7.0,PMK inhibit pilot replicates=0.0;MK inhibit pilot replicates=1.0;Spn DPM-DC inh pilot screen %=0.0
CCOC(=O)c1cnc(Nc2nc3ccccc3o2)nc1CSc1ncccn1,-7.5%,-3.3%,i,-8.5%,0.9%,7.0,5.1%,-0.5%,7.0,
COc1ccccc1NC(=O)C1=C(C)Nc2nnnn2C1c1cccc(C)c1 (configuration not stated),8.0%,-2.6%,i,-1.5%,15.8%,17.0,6.8%,0.9%,3.0,
Cc1c(NC(=O)CSc2nc3ccccc3[nH]2)c(=O)n(-c2ccccc2)n1C,-18.4%,-22.4%,i,5.4%,-7.3%,0.0,11.8%,-0.2%,9.0,

# An excerpt from above in order of molar mass, falling:
SMILES,KRASV12 cytotoxicity,HPDE-C7 cytotoxicity,Spn DPM-DC inh,Bfl-1 inhibitors,LYP phosphatase,PMK inhibit,Alkaline phosphatase,HT1080 viability,MK inhibit,others
COCCN1C(=O)C(O)=C(C(=O)c2ccco2)C1c1cccc(Oc2ccccc2)c1 (configuration not stated),1.6%,2.9%,i,-10.9%,-9.6%,5.0,10.8%,-1.1%,11.0,
CCOC(=O)c1cnc(Nc2nc3ccccc3o2)nc1CSc1ncccn1,-7.5%,-3.3%,i,-8.5%,0.9%,7.0,5.1%,-0.5%,7.0,
COC(=O)c1cc(C(=O)OC)cc(N2C(=O)CN=C2Nc2nc(C)cc(C)n2)c1,-32.2%,-13.2%,i,3.8%,16.3%,0.0,-3.4%,7.3%,0.0,
COCCCNC(=O)c1ccc(N(C)S(=O)(=O)c2ccc(OC)cc2)cc1,-4.1%,-6.1%,i,-10.1%,4.4%,7.0,-5.3%,-0.5%,0.0,
COc1ccccc1NC(=O)C1=C(C)Nc2nnnn2C1c1cccc(C)c1 (configuration not stated),8.0%,-2.6%,i,-1.5%,15.8%,17.0,6.8%,0.9%,3.0,
CSc1nc2c(c(=O)[nH]1)C(c1ccncc1)C(C(=O)OC(C)C)=C(C)N2 (configuration not stated),-2.3%,-5.2%,i,7.4%,-17.1%,0.0,7.9%,-1.5%,1.0,
Cn1cnnc1SCC(=O)NCc1cccc(C(F)(F)F)c1,-2.6%,-16.0%,i,-1.6%,-1.3%,10.0,7.8%,2.2%,8.0,PMK inhibit pilot replicates=0.0;MK inhibit pilot replicates=0.0;Spn DPM-DC inh pilot screen %=0.5
CC(=O)c1cccc(NC(=O)CCOc2ccccc2)c1,-8.1%,5.2%,i,-5.6%,18.2%,16.0,12.4%,0.1%,7.0,PMK inhibit pilot replicates=0.0;MK inhibit pilot replicates=1.0;Spn DPM-DC inh pilot screen %=0.0

# More compounds:
SMILES,KRASV12 cytotoxicity,HPDE-C7 cytotoxicity,Spn DPM-DC inh,Bfl-1 inhibitors,LYP phosphatase,PMK inhibit,Alkaline phosphatase,HT1080 viability,MK inhibit,others
Cc1noc(C)c1COC(=O)CCc1nc2ccccc2c(=O)[nH]1,-14.8%,-19.5%,i,-4.2%,6.9%,10.0,5.4%,4.7%,0.0,
CCS(=O)(=O)Nc1ccc(C(=O)OC)cc1,-17.6%,-10.6%,i,4.4%,-32.4%,10.0,3.7%,1.2%,2.0,
CCOc1ccc2nc(NCCNC(=O)C3CC3)c(C)cc2c1,-22.5%,-13.7%,/,-9.7%,/,7.0,5.7%,0.9%,7.0,
Cn1c(=O)c2c(nc(-n3ccnc3)n2C)n(C)c1=O,-2.5%,-12.4%,i,2.2%,2.0%,4.0,17.7%,7.0%,6.0,PMK inhibit pilot replicates=4.5;MK inhibit pilot replicates=0.0;Spn DPM-DC inh pilot screen %=3.0
COCCn1c(Cc2ccccc2)nnc1SCC(=O)NC(C)C,-14.6%,-9.7%,i,1.2%,/,17.0,14.8%,20.4%,7.0,
O=S(=O)(c1cccc(S(=O)(=O)N2CCCC2)c1)c1cccc(S(=O)(=O)N2CCCC2)c1,12.6%,2.7%,i,-8.8%,/,0.0,2.7%,-2.5%,2.0,
CCOC(=O)c1cnn2c(N)c(C#N)nnc12,-0.7%,5.2%,i,-0.5%,6.7%,1.0,-2.1%,-5.4%,2.0,
Cn1c(=O)c2c(nc(SCCCC#N)n2Cc2c(F)cccc2Cl)n(C)c1=O,11.5%,7.9%,i,-0.7%,1.7%,0.0,9.1%,1.4%,4.0,PMK inhibit pilot replicates=5.5;MK inhibit pilot replicates=4.0;Spn DPM-DC inh pilot screen %=2.5
Cn1nnnc1SCC(=O)Nc1ccc(Oc2ccc(Cl)cc2)cc1,-16.3%,-7.7%,i,0.5%,/,0.0,17.1%,-6.2%,3.0,
Cc1cccc(NC(=O)CSc2nnc(-c3ccc(S(=O)(=O)N4CCCC4)cc3)o2)c1,10.2%,6.0%,i,4.4%,-4.4%,4.0,7.1%,-1.4%,5.0,

# The last two compounds of the section above lead into the next:
SMILES,KRASV12 cytotoxicity,HPDE-C7 cytotoxicity,Spn DPM-DC inh,Bfl-1 inhibitors,LYP phosphatase,PMK inhibit,Alkaline phosphatase,HT1080 viability,MK inhibit,others
Cn1nnnc1SCC(=O)Nc1ccc(Oc2ccc(Cl)cc2)cc1,-16.3%,-7.7%,i,0.5%,/,0.0,17.1%,-6.2%,3.0,
Cc1cccc(NC(=O)CSc2nnc(-c3ccc(S(=O)(=O)N4CCCC4)cc3)o2)c1,10.2%,6.0%,i,4.4%,-4.4%,4.0,7.1%,-1.4%,5.0,
CCOC(=O)c1cnc2ccc(Br)cc2c1NCC(C)O (configuration not stated),-5.0%,-8.1%,i,-0.1%,-7.9%,11.0,16.2%,13.9%,7.0,
O=c1c2ccccc2nc(SCc2nnc(-c3ccccc3Br)o2)n1Cc1ccco1,16.8%,14.1%,i,-0.4%,6.7%,9.0,11.3%,-7.4%,3.0,
CCOc1ccc2nc(NC(=O)CN3CCC(n4nnc5cc(F)ccc54)CC3)sc2c1,66.6%*,55.7%*,i,1.1%,3.9%,2.0,0.9%,19.3%,1.0,
CC(C)C(=O)Nc1cccc(C(=O)NCc2ccc3c(c2)OCO3)c1,1.8%,7.3%,i,-4.4%,11.5%,9.0,-4.4%,1.3%,5.0,
O=C(CCn1cnc2ccccc2c1=O)Nc1ccc(S(=O)(=O)N2CCCC2)cc1,-18.8%,-16.1%,i,2.2%,/,5.0,0.1%,3.8%,11.0,
CC(C(=O)NCC1CCCO1)N(C(=O)c1snc(C(N)=O)c1N)c1ccccc1 (configuration not stated),-7.4%,-3.5%,i,-0.6%,-8.8%,19.0,2.6%,-8.1%,13.0,
CCNc1nc(Oc2ccc(C(=O)OC)cc2)nc(N(C)C)n1,-10.5%,-3.8%,i,-5.3%,/,4.0,0.0%,-3.2%,8.0,

# Screening data from PubChem.
